Compound activity deposited in PubChem BioAssay by several laboratories.
CF NFkB inh: inhibitors of cystic fibrosis induced NF-kB | AID 588850 | 360,000 compounds, 0.86% hits | KKLEB NF-kB-GFP reporter, PAF-induced, GFP fluorescence overnight | inhibition, % at 5 µM;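 active means at least 50% inhibition at 5 µM, scaled per plate between neutral and stimulator controls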;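 further: PAF is a Pseudomonas aeruginosa culture filtrate used as stimulus; plate controls were PAF-stimulated DMSO wells for no effect and unstimulated DMSO wells for full effect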
NR2E3 ag-1: human photoreceptor-specific nuclear receptor agonism | CHO-S Gal4-NCOR/VP16-NR2E3 two-hybrid, luciferase | AID 602229 | 360,000 compounds, 0.35% hits | inhibition of corepressor binding, % at 3.98 µM;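 active means inhibition above the mean of all tested compounds plus 3 SD, cut at about 70% in these data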;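 further: 0% = DMSO with NR2E3 transfected cells and 100% = cells lacking NR2E3 construct; higher means lower luciferase signal from less NR2E3 corepressor binding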
Target sequence (Q9Y5X4 whole entry, looked up, the tested form may be a part): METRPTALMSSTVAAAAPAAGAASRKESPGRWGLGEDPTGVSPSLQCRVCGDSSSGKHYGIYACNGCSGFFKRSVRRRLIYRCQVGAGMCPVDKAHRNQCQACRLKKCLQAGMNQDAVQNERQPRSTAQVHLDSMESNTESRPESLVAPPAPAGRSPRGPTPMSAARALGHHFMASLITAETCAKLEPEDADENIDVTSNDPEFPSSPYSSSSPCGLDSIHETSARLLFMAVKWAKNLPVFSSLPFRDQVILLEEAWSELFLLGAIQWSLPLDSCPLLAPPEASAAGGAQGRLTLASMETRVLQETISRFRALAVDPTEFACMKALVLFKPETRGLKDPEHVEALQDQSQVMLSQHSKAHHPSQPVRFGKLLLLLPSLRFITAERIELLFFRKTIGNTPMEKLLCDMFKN
TRPM1 prom inh: reduces MITF-dependent TRPM1 promoter luciferase signal | 330,000 compounds, 0.83% hits | inhibition, % at 12.5 µM | SK-MEL-5 TRPM1 promoter luciferase, 24 h;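 active means mean inhibition across replicates of 60% or more, whatever share of single replicates reaches that level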; further: values of inactives mirror those of a sister screen read the other way
aDG glyco act: increases alpha dystroglycan glycosylation; AID 624168; activation, % at 10 µM; Pro5-aDG cells, alpha-DG glycosylation AlphaScreen (IIH6); 0% Pro5, 100% B10-LARGE cell signal; 360,000 compounds, 0.22% hits;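 active means activation of at least 8% versus controls, or a plate z-score of at least 8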;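 further: Pro5 are CHO cells carrying HIG-tagged alpha-DG that lacks glycosylation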
iPSC survival up: hiPSC single-cell survival enhancement; ATPlite luminescence; 100% = ROCK inhibitor wells, 0% = DMSO; survival enhancement, % at 20 µM; 360,000 compounds, 0.044% hits; in the data active means survival enhancement above about 18%;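 further: cells exposed to compounds for 16 hours before the ATP read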
HIF-2a inh: blocks HIF-2a reporter activity; 786-0 RCC cells HIF-2a reporter, luciferase luminescence, overnight; inhibition, % at 18.8 µM; 360,000 compounds, 0.72% hits;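 active means inhibition of the luminescence signal of 40% or more relative to plate controls, in a single-dose primary screen at 18.75 µM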
TWEAK Fn14 block: TWEAK-Fn14 signaling inhibition; TWEAK-stimulated Fn14 reporter cells, luciferase luminescence, 8 h; inhibition, % at 10 µM; 360,000 compounds, 2% hits; AID 1159606; in the data active means inhibition above about 50%
NR2E3 ag-2: activates human photoreceptor nuclear receptor NR2E3 | Q9Y5X4 | GST-NR2E3/biotin-RetCOR TR-FRET, 1536-well | inhibition of corepressor binding, % at 4.78 µM | 320,000 compounds, 0.12% hits | AID 2300;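 active means percent inhibition above the cutoff of mean plus 3 SD of all tested compounds, set per screening campaign, cut at about 20% in these data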;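 further: 0% = DMSO wells and 100% = biotin wells as full block of FRET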
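Test system – NR2E3–RetCOR corepressor complex · Quantity – NR2E3 fusion 1.35 nM · Buffer or medium – Tris pH 7.5 · Incubation – Compound–protein incubation for 5 h at 4 °C · Technique – TR-FRET, Eu(K)-anti-GST donor, streptavidin-D2 acceptor, ex 340, em 617/671 nm · Evaluation – percent inhibition of 671/617 nm emission ratio versus biotin and DMSO controls · Plate – 1536-well format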
Peg3 promoter: inhibitors of Peg3 promoter. inhibition, % at 20 µM. HeLa PEG-Prom luciferase reporter, luminescence, overnight. 360,000 compounds, 1.7% hits. AID 588405;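 active means inhibition of at least 50% at 20 µM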
KKLEB tox: CF airway cell cytotoxicity counter-screen. AID 602141. 360,000 compounds, 0.36% hits. KKLEB CF airway cells viability, ATPlite luminescence, overnight; stronger effect = lower value; cells stimulated with P. aeruginosa culture filtrate. activity change (cytotoxicity), % at 5 µM;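 active means corrected activity change at or below -50% at 5 µM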
Shn3 inh set2: reduces Shn3 3'UTR luciferase signal in osteoblasts. Clone20 osteoblast Shn3 3'UTR firefly luciferase, 24 h. inhibition, % at 12.5 µM. 360,000 compounds, 0.52% hits. AID 588674;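 active means mean inhibition of at least 75% with every replicate also reaching 75%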;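 further: 0% = median of neutral control wells and 100% = pilot-screen positive control compound; some compounds past the cut are filed as inactive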
Active calls of the source: *; x = not tested or not shown.

Results follow in this order: CF NFkB inh	NR2E3 ag-1	TRPM1 prom inh	aDG glyco act	iPSC survival up	HIF-2a inh	TWEAK Fn14 block	NR2E3 ag-2	Peg3 promoter	KKLEB tox	Shn3 inh set2
CCCC1=Nc2cc(C(=O)NCc3ccco3)ccc2Sc2ccccc21
    32	10	24	0.0	0.5	16	28	1	8	-29	12
COCCCNC(=S)Nc1cccc(S(=O)(=O)NC2=NCCC2)c1
    9	2	-2	-0.2	-0.5	7	0	-2	5	17	-11
COc1ccccc1N1CCN(C(=O)c2cc(-c3ccc(Cl)cc3)on2)CC1
    4	12	-9	0.2	2.8	1	9	3	8	-3	12
COc1ccc(C(=O)Nc2nc3ccccc3s2)cc1OC
    -3	-148	-72	-0.2	0.0	-315	-24	7	-322	8	-46
COc1cc(C(=O)N2CCCC(c3cc(C(=O)NCc4ccc(F)cc4)no3)C2)cc(OC)c1C (stereo not drawn)
    -14	38	x	0.4	2.6	13	-4	x	12	-2	22
Cc1cccc(N2CCN(C(=O)c3csc4ccccc34)CC2C)c1 (stereo not drawn)
    23	-12	-13	-0.1	2.2	17	-7	-1	16	-9	10
Cc1ccc(S(=O)(=O)NCc2cccc([N+](=O)[O-])c2)cc1
    -9	-8	x	0.4	7.3	4	1	x	1	0	20
CN(C)CCSc1nc(-c2ccccc2)nc2c1CCCC2
    -7	-5	x	0.1	-0.1	10	8	2	-20	1	3
COc1ccc(OCc2cc(C(=O)N(C)C3CCOCC3)no2)c2ccccc12
    -35	-95	-8	0.2	0.4	-177	79*	-1	-255	-20	-48
O=C(CNCc1ccco1)Nc1cc(S(=O)(=O)N2CCOCC2)ccc1N1CCOCC1
    3	0	-2	-0.1	3.5	5	8	x	-10	12	-13
COc1ccc(-c2cc(C(F)(F)F)nc(S(=O)(=O)CCCC(=O)Nc3cccc(O)c3)n2)cc1OC
    86*	-23	x	1.2	0.4	-9	96*	x	96*	-80*	-3
COc1ccc2[nH]c(C(=O)N/N=C/c3ccc(OC)c(O)c3)cc2c1
    38	-37	-14	-0.1	-0.4	-20	0	-1	-108	3	-6
Cc1ccc(OCCC(=O)Nc2ccc3c(c2)OCCCO3)cc1
    -6	-6	-25	0.3	-0.4	-145	-33	4	-73	13	-24
O=C(OCc1ccccc1)N1CCC2CC1c1cc(-c3ccc(F)cc3)ccc12 (stereo not drawn)
    -15	-13	-4	-0.2	5.6	-103	-19	x	-39	11	2
CC/C(O)=C(/C#N)c1nnc2n1CCCCC2
    9	-3	0	-0.3	-1.0	10	6	5	4	-7	6
NS(=O)(=O)c1ccc(NC(=O)c2cc(=O)c3ccccc3o2)cc1
    11	-14	-17	0.0	0.5	-27	-10	-1	-17	17	-10
CC(C)C1C(=O)NC(=S)N1S(=O)(=O)c1ccc(C(C)(C)C)cc1 (stereo not drawn)
    10	-1	10	0.2	-3.7	7	6	2	9	-9	12
COc1ccccc1-c1cccc(-c2nc(C(=O)Nc3nccs3)cc3c2[C@@H](CCO)N(C(=O)CC2CC2)C3)c1
    x	-9	x	0.2	0.7	-6	27	x	x	x	x
COc1ccc(-c2coc3c(C(=O)NCC(C)C)cccc23)c(C)c1
    25	5	x	0.9	7.9	-13	34	x	2	-9	15
CCOC(=O)C1=NNC2(c3ccccc3)C(=O)N(c3cccc(Br)c3)C(=O)C12 (stereo not drawn)
    2	3	2	0.1	-1.1	3	11	1	-1	1	-15
CC(C)(C)NC(=O)CCN(/N=C/c1ccccc1O)C1=NS(=O)(=O)c2ccccc21
    2	-20	10	0.0	0.4	25	7	-2	33	0	9
CC(=O)Nc1ccc(C23CC4CC(CC(C4)C2)C3)cc1
    4	-31	-43	-0.1	1.3	-4	-23	3	-7	1	-7
N=c1c2c(-c3ccccc3)c(-c3ccccc3)oc2ncn1CCCN1CCOCC1
    -8	13	-16	0.6	-2.6	30	0	5	34	-3	14
COCCn1c(=O)[nH]c2cc(C(=O)N3CCN(c4ccccc4)CC3)ccc2c1=O
    5	-23	17	-0.1	-0.3	9	24	3	-14	-18	-10
NS(=O)(=O)c1ccc(NC(=O)c2ccc3c(c2)CCCC3)cc1
    1	-8	-35	0.0	0.8	-120	-21	2	-113	16	-29
CC1CCCC(C)N1C(=O)CSCc1ccc(Cl)cc1 (stereo not drawn)
    -7	-23	-26	0.1	-0.4	-31	-6	0	-22	10	1
CC(=O)Nc1ccc(S(=O)(=O)N2CCc3cc4c(cc3C2C)OCCCO4)cc1 (stereo not drawn)
    -10	-13	3	-0.1	0.1	-1	15	-2	-16	3	2
CC1(C(=O)N2Cc3ccccc3C2)CCN1C(=O)Cc1ccccc1 (stereo not drawn)
    0	8	x	-0.3	0.8	5	8	x	3	8	-7
Cc1cc(NC(=O)Nc2ccc(Cl)cc2)n(C)n1
    22	5	0	0.0	-0.5	-28	-5	3	-24	-1	13
COc1ccc(-c2nn(-c3ccccc3)cc2CNC(=O)c2cccc([N+](=O)[O-])c2)cc1
    -5	-26	0	0.2	-3.0	0	7	5	12	-16	13
CS(=O)(=O)N(CC(=O)NCCSCc1ccco1)c1ccc2c(c1)OCO2
    8	-2	6	-0.2	-1.1	18	1	1	9	-10	3
O=c1c(CN2CCN(Cc3ccccc3F)C(CCO)C2)coc2ccccc12 (stereo not drawn)
    2	-10	11	0.0	-0.7	10	0	1	22	14	-5
COc1ccc(C2CCCN2C(=S)Nc2cccc(C)c2)cc1OC (stereo not drawn)
    17	9	-4	0.0	-1.0	-3	-7	0	16	-3	6
CC(C)C(=O)Nc1c(-c2cccc(Cl)c2)c(=O)c2ccccc2n1C
    -11	-22	6	0.0	-0.7	2	-6	-2	3	-21	-14
COc1ccc(-c2cccc(C3CC=CC4C3C(=O)N(Cc3ccccc3)C4c3ccc(C(F)(F)F)cc3)c2)cc1 (stereo not drawn)
    45	-24	-11	0.0	-2.5	27	-17	-6	21	-27	53
C=CC[C@@H](CC(=O)N[C@H](CO)Cc1ccccc1)C(=O)N[C@H](COC(=O)[C@@H](CC=C)CC(=O)OC(C)(C)C)Cc1ccccc1
    7	5	5	0.9	-1.3	-11	16	x	21	-15	15
COc1ccc(NC(=O)CN(C)C(=O)c2cn(-c3ccccc3)nc2-c2ccc(OC)cc2)cc1
    -16	4	8	-0.3	-0.2	5	-20	2	15	12	5
COc1ccc(NC(=O)COC(=O)c2n[nH]c3ccccc23)c(OC)c1
    -6	14	6	0.5	-0.4	-23	19	0	6	9	-8
COc1ccc(N2CCN(C(=S)NCCc3ccccc3)CC2)cc1
    21	-2	8	0.5	1.6	14	-15	-2	18	3	3
CCOC(=O)C1(C(=O)O)NC(=O)CC1c1ccccc1 (stereo not drawn)
    -20	-20	-2	-0.2	-1.5	10	15	0	1	1	-6
COc1ccccc1OCC(=O)NCCSCc1cccc(Cl)c1
    -13	-41	-4	0.0	-0.6	20	2	-4	15	0	-23
Cc1ccc(NC(=O)c2cc(N3C(=O)C4CCCCC4C3=O)ccc2N2CCOCC2)cc1 (stereo not drawn)
    -23	-7	-4	-0.2	1.4	9	-14	1	-14	31	-5
COc1ccc(N2CCN(C(=O)c3ccc(C)c(NC(=O)c4ccco4)c3)CC2)cc1
    0	-30	1	0.1	0.4	4	9	2	6	-2	16
COc1cccc(CNC(=O)c2nnn(-c3ccc(OC(F)(F)F)cc3)c2N)c1
    -6	18	7	0.3	0.9	10	8	3	11	13	19
COC(=O)C(C(=O)NCC1CCCO1)C1CCCCCC1 (stereo not drawn)
    -12	-34	12	0.0	-0.8	10	-16	2	18	4	-3
COc1cccc(-c2cnc(OC(C)(C)C)nc2OC(C)(C)C)c1
    21	-24	4	0.2	-0.5	9	6	5	14	-8	16
N/C(=N\OC(=O)N1CCOCC1)c1ccccc1
    -12	9	-23	-0.2	-1.0	-117	2	2	-44	4	2
CC(C)(C)c1cc(NC(=O)CCSc2nnc3ccccn23)cc(C(C)(C)C)c1
    20	-2	21	-0.2	-0.3	21	-2	4	32	-19	31
Cc1c(C(=O)Nc2ccc(S(=O)(=O)N3CCOCC3)cc2)cccc1[N+](=O)[O-]
    0	-3	-6	0.0	-0.8	10	17	1	9	-7	-12
O=S(=O)(Cc1ccccc1)N1CCC(c2nc(-c3cccs3)no2)CC1
    0	7	-1	-0.1	1.9	-18	-21	4	26	4	-9

More entries.
Results follow in this order: CF NFkB inh	NR2E3 ag-1	TRPM1 prom inh	aDG glyco act	iPSC survival up	HIF-2a inh	TWEAK Fn14 block	NR2E3 ag-2	Peg3 promoter	KKLEB tox	Shn3 inh set2
CSc1ccc(/C=N/NC(=O)c2ccc(-n3cnnn3)cc2)cc1
    17	-21	-18	0.2	-0.5	3	55*	3	7	-6	-19
COc1cc(Cl)ccc1NC(=O)COc1ccccc1C(=O)N1CCN(c2ccc(O)cc2)CC1
    -3	17	37	-0.1	-2.2	20	-11	-1	22	8	20
CCOC(=O)N1CCN(Cc2nc3cc(NC(=O)C(C)C)ccc3n2C)CC1
    5	-69	6	0.8	0.4	9	15	-3	12	2	0
NNC(=S)NC1CCCCCCCCCCC1
    -5	-17	11	0.2	-0.3	28	-10	-7	13	4	0
COCCCNC(=O)C1Cc2cc(S(=O)(=O)N3CCCC3)ccc2N1C(C)=O (stereo not drawn)
    -22	30	3	-0.3	-0.4	5	-4	-2	-6	-5	-9
Cc1cc(=O)[nH]c(SCC(=O)Nc2cccc3ccccc23)c1C#N
    12	-2	0	0.0	-1.3	-6	15	-2	1	0	15
N#C/C(=N\Nc1ccc(S(=O)(=O)N2CCCCC2)cc1)C(N)=S
    8	14	-15	-0.2	0.3	7	50*	0	19	20	1
Nc1ccc(CN2CCOCC2)cc1
    0	-3	-10	-0.2	1.9	5	-9	2	-9	-14	-27
Fc1ccc(C2=Nn3c(Cc4ccccc4F)nnc3SC2)cc1
    4	2	2	1.3	11	8	-2	0	18	6	1
CC1CC1C(=O)OCC(=O)N(C)c1c(N)n(Cc2ccccc2)c(=O)[nH]c1=O (stereo not drawn)
    -4	-17	-4	0.2	0.7	3	11	3	3	-18	-5
Cn1c(SCC(=O)N/N=C/c2ccc(O)c(O)c2)nc2ccccc21
    -14	-26	20	0.1	0.1	-27	-12	-1	14	4	1
CN(CC(=O)Nc1c(Cl)cccc1Cl)C(=O)c1cccn1C
    -17	5	-1	-0.1	-0.6	15	-4	3	3	1	-22

2 records picked at random from the list so far, as already listed:
Results follow in this order: CF NFkB inh	NR2E3 ag-1	TRPM1 prom inh	aDG glyco act	iPSC survival up	HIF-2a inh	TWEAK Fn14 block	NR2E3 ag-2	Peg3 promoter	KKLEB tox	Shn3 inh set2
Cc1cc(=O)[nH]c(SCC(=O)Nc2cccc3ccccc23)c1C#N
    12	-2	0	0.0	-1.3	-6	15	-2	1	0	15
COCCCNC(=O)C1Cc2cc(S(=O)(=O)N3CCCC3)ccc2N1C(C)=O (stereo not drawn)
    -22	30	3	-0.3	-0.4	5	-4	-2	-6	-5	-9
